Source: PubChem BioAssay
Yeast life ext – extends the lifespan of yeast | S. cerevisiae growth with nicotinamide, OD615; deaD strain in restrictive glucose medium | inhibition of the nicotinamide effect, % at 10 µM | 130,000 tested, 0.68% active;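 active = inhibition above a set limit, placed 3 SD over the median of all compounds, cut at about 26% in these data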;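 also: 0% = nicotinamide-treated wells and 100% = cells grown without nicotinamide; some compounds called inactive have numbers as strong as hits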
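Material: Modified budding yeast, DeaD strain | Medium: Restrictive glucose medium | Probe or stimulus: 1.5 mM nicotinamide | Dosing: Single dose 10 µM compound, 0.25% DMSO | Times: 48 h at 30 °C | Technique: OD615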
Phagocyt inh – blocks phagocytosis by macrophages. inhibition, % at 5 µM. 110,000 tested, 0.07% active. AID 1029. J774A.1 macrophage IgG-bead phagocytosis, imaging;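 active = inhibition above the mean of the plate negative controls plus 5 SD, cut at about 13% in these data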;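 also: phagocytic index as fraction of beads internalized from green versus red external bead signal; plate controls were DMSO negative control for no effect and cytochalasin-D positive control for full effect; some results beyond the cut were filed as inactive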
MRP1 act – MRP-1 activation | 140,000 tested, 0.61% active | AID 799 | H69AR cells + doxorubicin, viability rescue, CellTiter-Glo | viability increase, % at 10 µM;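 active = viability gain under doxorubicin at or above a set limit, the compound median plus 3 SD, cut at about 4.7% in these data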;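 also: MRP-1 overexpressing cells given doxorubicin 25 µM after compound pretreatment; 18-22 h compound pretreatment then 72 h with doxorubicin before readout; 0% = doxorubicin-only wells and 100% = vehicle-treated cells without doxorubicin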
Yeast growth inh – yeast BB579 growth reduction in restrictive medium. S. cerevisiae BB579 growth, OD615, 48 h. inhibition, % at 10 µM. 140,000 tested, 0.51% active. AID 804;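 active = inhibition above a set limit, 3 SD over the mean compound inhibition, cut at about 44% in these data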; also: inactives centre near -24
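controls = amphotericin B 10 µg/mL, positive | assay system = DeaD yeast strain BB579 | schedule = 48 h compound exposure at 30 °C after 4 h preincubation | detection = OD615 turbidity measurement | medium = restrictive CSMM-D medium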
E-sel TNF inh – TNF alpha driven E-selectin expression inhibition. HUVEC TNFa-induced E-selectin immunofluorescence, high content. inhibition, % at 2 µM. 120,000 tested, 0.71% active. AID 1246;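 active = inhibition above the batch mean plus 3 SD, and confirmed as a hit on visual image review, cut at about 43% in these data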;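 also: 0% = TNF-stimulated DMSO wells and 100% = unstimulated control wells; not every result past the cut was called active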
GALR2 antag – GALR2 (human) receptor antagonism; O43603; GALR2-expressing cells, antagonist mode; inhibition, % at 4 µM; 140,000 tested, 0.39% active; in the data active = inhibition above about 27%;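 also: cells stimulated with galanin 1-16 at roughly its EC80; 0% = agonist challenge control and 100% = basal control without agonist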
Target sequence (O43603 whole entry, looked up): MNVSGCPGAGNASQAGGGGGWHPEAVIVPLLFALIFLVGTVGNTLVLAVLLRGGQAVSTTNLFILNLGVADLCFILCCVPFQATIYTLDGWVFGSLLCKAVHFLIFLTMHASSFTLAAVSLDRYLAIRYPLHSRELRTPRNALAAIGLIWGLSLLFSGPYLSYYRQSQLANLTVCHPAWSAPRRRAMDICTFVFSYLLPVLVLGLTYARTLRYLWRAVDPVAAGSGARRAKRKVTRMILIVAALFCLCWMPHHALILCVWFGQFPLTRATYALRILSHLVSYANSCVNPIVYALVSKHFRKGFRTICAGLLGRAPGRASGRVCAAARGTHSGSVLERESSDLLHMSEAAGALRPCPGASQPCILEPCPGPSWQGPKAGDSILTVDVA
NPY-Y2 antag – NPY-Y2 (human) receptor antagonism; 140,000 tested, 0.99% active; NPY-Y2 expressing cells, antagonist mode; inhibition, % at 2.7 µM; P49146; AID 793; in the data active = inhibition above about 17%;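 also: 0% = vehicle with agonist challenge and 100% = reference antagonist with challenge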
Target sequence (P49146 whole entry, looked up): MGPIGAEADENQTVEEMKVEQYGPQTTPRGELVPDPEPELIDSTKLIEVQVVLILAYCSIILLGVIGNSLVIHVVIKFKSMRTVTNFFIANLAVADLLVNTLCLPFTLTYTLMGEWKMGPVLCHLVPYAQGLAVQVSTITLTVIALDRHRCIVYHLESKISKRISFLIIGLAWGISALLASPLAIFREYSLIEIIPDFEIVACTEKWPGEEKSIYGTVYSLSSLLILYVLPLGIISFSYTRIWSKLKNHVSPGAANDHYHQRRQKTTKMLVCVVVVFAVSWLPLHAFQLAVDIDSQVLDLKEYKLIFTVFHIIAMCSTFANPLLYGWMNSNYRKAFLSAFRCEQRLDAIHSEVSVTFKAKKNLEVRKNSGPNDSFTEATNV
HCT116 bCat-KO – beta-catenin-lacking colon tumor cell growth suppression; 140,000 tested, 1.5% active; HCT116 beta-catenin knockout viability, CellTiter-Glo, 60 h; stronger effect = lower value; viability, % at 10 µM; AID 818;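 active = viability at or under a set limit, the compound median less 4 SD, cut at about 6% in these data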;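 also: 0% = Hyamine 1622 control at 20 µM and 100% = untreated cell control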
Measles CPE – protection of cells from measles virus. Measles virus-infected cells, CPE protection, absorbance. protection (pct of control), % at 4 µM. 140,000 tested, 1.5% active; in the data active = protection mostly above about 24%, no sharp cut-off; inactive = mostly below about 26%; also: some compounds called inactive have numbers as strong as hits
PTEN del growth – suppresses growth of cells with PTEN deletion; HCT116 PTEN-null viability, CellTiter-Glo, 60 h; stronger effect = lower value; viability, % at 10 µM; 140,000 tested, 1.2% active;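 active = viability at or below a set limit, 4 SD under the median of all tested compounds, cut at about 3.7% in these data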;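 also: PTEN knockout HCT116 line with beta catenin targeted HCT116 as companion control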
* = called active by the depositor; nt = no result given.

SMILES	Yeast life ext	Phagocyt inh	MRP1 act	Yeast growth inh	E-sel TNF inh	GALR2 antag	NPY-Y2 antag	HCT116 bCat-KO	Measles CPE	PTEN del growth
Cc1csc(N(C)C(=O)CSc2nnc(COc3cccc4ccccc34)o2)n1	-27	3	-3.9	5	30	-1	4	27	11	44
CCC(C(=O)NC(C)CCc1ccccc1)n1nc(C)n2c(cc3occc32)c1=O (stereo not given)	-21	-1	-2.6	-21	nt	5	5	83	6	83
C=CCn1c2ccccc2c2nnc(SCC(=O)Nc3cc(C)on3)nc21	-6	-1	-0.5	-68	1	0	0	104	9	104
COc1ccc([N+](=O)[O-])cc1NC(=O)C(C)OC(=O)C1c2ccccc2Oc2ccccc21 (stereo not given)	5	-10	-2.0	-34	-11	3	2	87	29	63
Cc1cccc(N2CCN(C(=O)c3ccc4nc(-c5ccco5)c(-c5ccco5)nc4c3)CC2C)c1 (stereo not given)	-1	nt	0.3	-27	16	-7	4	8	21	10
CC(=O)Nc1cccc(OCC(=O)NS(=O)(=O)c2ccc(C)cc2)c1	-11	0	-1.5	-35	-14	-6	1	93	24	95
N#Cc1ccc(Oc2nc(Nc3ccc(F)cc3)nc(N3CCCC3)n2)cc1	7	1	-1.2	-45	7	-11	3	74	8	67
CCOC(=O)CSc1nc2c(c(=O)[nH]c(=O)n2C)n1CCCc1ccccc1	-7	0	1.4	-36	-12	1	0	96	21	102
COc1ccc(-c2noc(C3CCCN(C(=O)c4cccs4)C3)n2)cc1 (stereo not given)	1	-2	-0.7	-55	nt	0	4	82	9	89
COc1ccc(C(=O)NCCC2=CCCCC2)cc1OC	-9	0	-0.7	-6	-24	-1	2	92	15	87
N#CCC(=O)N/N=C/c1ccc(Sc2nc3ccccc3s2)o1	-18	nt	0.1	-41	-21	1	-2	92	4	98
O=C(CC1Sc2ccccc2NC1=O)Nc1cccnc1 (stereo not given)	14	-2	1.4	10	nt	-5	5	102	16	100
COc1ccc(CN2CCCCC2C(=O)Nc2ccc(OC)c(OC)c2)cc1OC (stereo not given)	-2	-2	-1.0	-13	nt	2	2	90	14	85
CC(NS(=O)(=O)c1ccc(OCC(=O)N2CCOCC2)cc1)c1ccccc1 (stereo not given)	2	nt	-1.4	-24	46	23	0	102	3	90
Cc1ccc2ccccc2c1Cn1c(-n2ccnc2)nc2c1c(=O)n(C)c(=O)n2C	-2	-1	-0.3	-46	10	-8	6	106	2	82
COC(=O)c1ccc(CSc2nc3ccc(Cl)cc3[nH]2)o1	-13	-1	-1.6	-23	20	-9	6	65	2	78
O=c1cc(N2CCCCC2)c(-c2ccccc2)nn1Cc1c(Cl)cccc1Cl	-17	nt	-2.8	-35	-6	-5	-2	46	11	48
COc1cc(C(=O)OC(C)CN2CCCC2)cc(OC)c1OC (stereo not given)	-6	-1	-1.1	-35	-2	-3	4	96	4	103
O=C(C1CCCO1)N1CCN(C(=S)Nc2ccccc2C(F)(F)F)CC1 (stereo not given)	-6	-15	1.5	6	2	-3	1	93	8	104
N=C1C(c2nc3ccccc3s2)=C(O)CN1Cc1ccccc1	nt	nt	-5.1	-27	-6	-5	4	31	9	31
CCC(c1nnnn1CCC(C)C)N1CCC(C(N)=O)CC1 (stereo not given)	-2	0	-1.2	-71	5	-2	1	99	8	87
O=C(OCn1nnc2ccccc2c1=O)c1ccc(S(=O)(=O)N2CCOCC2)cc1	5	0	0.1	-45	16	4	1	97	6	116
CCOC(=O)COc1c(OC)cc(Cl)cc1C1NC(=O)NC(C)=C1C(C)=O (stereo not given)	-9	9	-1.3	-42	-20	-4	2	111	13	104
Cn1c(=O)c2c(nc(NC3CCCCC3)n2Cc2ccccc2)n(C)c1=O	-3	nt	-3.0	-13	-21	10	2	80	1	92
O=C1CC(C2CCCO2)C(=O)N1Cc1ccccc1 (stereo not given)	-24	69*	-1.6	-5	6	-9	-1	87	8	107
COc1cccc(C(c2sc3nc(C)nn3c2O)N2CCN(C(=O)c3ccco3)CC2)c1 (stereo not given)	-9	-1	-1.6	-19	-2	4	0	96	10	105
NC(=O)[C@H](Cc1cc2ccccc2s1)NC(=O)[C@@H]1CC2(CC(c3cccc(NC(=O)[C@@H]4CCC(=O)N4)c3)=NO2)CN1C(=O)c1ccccc1 (stereo not given in full)	-21	0	-1.2	-6	-62	4	4	93	4	86
CCOc1ccc2c(c1)OC(c1ccc(C)cc1)(C(F)(F)F)NC2=O (stereo not given)	7	1	-3.8	-13	nt	-5	8	15	5	14
Cc1ccc(NC(=O)CSc2ccccc2NC(=O)c2cccc(Cl)c2)cc1Cl	-4	-9	-0.6	-4	nt	-4	-1	86	21	94
COc1cc2nc(CC(C)C)n(NC(=O)c3ccccc3)c(=O)c2cc1OC	2	-3	0.6	-1	-22	9	1	98	22	93
CC(OC(=O)c1ccc2ncsc2c1)C(=O)NCc1ccccc1 (stereo not given)	-1	-8	-1.0	-13	nt	5	2	88	6	93
CCCc1cc(NCCCCO)n2c(nc3ccccc32)c1C#N	-17	-4	-4.5	14	nt	0	2	81	13	90
C=CCSc1nc2c(c(=N)n1CC=C)C1CCCC1S2 (stereo not given)	-10	0	0.0	13	nt	-22	5	96	16	94
O=C(Nc1ccncc1)C1CCCN(S(=O)(=O)c2cccc3cccnc23)C1 (stereo not given)	-5	0	-3.8	-16	nt	2	4	23	19	23
Cc1cc(C)n(-c2nnc(C)n2/N=C/c2ccccc2OCc2ccccc2Cl)n1	13	nt	-4.1	-12	4	3	18*	26	10	33
O=C(OCC(=O)N1CCN(C(=O)c2ccco2)CC1)c1ccccc1OCc1ccccc1	-23	-1	-4.0	0	0	7	0	87	6	78
O=C(CN1C(=O)NC2(CCCc3ccccc32)C1=O)Nc1cccc(S(=O)(=O)N2CCCCC2)c1 (stereo not given)	-1	-8	-0.4	-52	nt	10	3	68	17	59
Cc1cc(NC(=O)CCC(=O)N(c2cccnc2)C(C(=O)NC2CCCC2)c2ccccc2F)no1 (stereo not given)	-6	nt	-0.1	-20	-4	6	3	95	18	99
COC(=O)[C@H](CCSC)NC(=O)Nc1ccc(OC)c(Cl)c1	-15	0	0.3	1	-10	-9	2	101	6	101
COc1ccc(-c2cc3ccccc3oc2=O)cc1NC(=O)c1ccc([N+](=O)[O-])o1	4	nt	-5.4	-10	43	5	-2	31	9	28
COc1ccc([N+](=O)[O-])cc1NC1C2CC3CC(C2)CC1C3 (stereo not given)	-6	3	-1.9	-31	-14	-20	0	97	7	92
CC(C)(C)c1nc2ccccc2c2nnc(SCC(=O)NCc3ccco3)n12	-13	-1	-3.6	-13	-23	-3	-1	86	6	93
CC(C)NC(=O)CCCc1ccccc1	2	-4	-1.4	-10	nt	9	0	89	19	88
COc1ccc([C@H]2[C@H](C(=O)C(C)(C)C)N3N=Cc4ccccc4C3[C@]23N=C(c2ccccc2)OC3=O)cc1 (stereo not given in full)	-7	-1	-1.1	-36	-15	0	1	83	6	69
CCN(CC)CCCNC(=O)c1cc(-c2ccc(O)cc2)on1	-5	0	-1.4	-46	nt	7	-1	90	14	93
O=C1c2ccccc2C(=O)N1CC1=CCS(=O)(=O)C1	-1	nt	-1.5	-21	-10	-14	1	97	11	104
CCOC(=O)C(NC(=O)c1ccc(F)cc1)(Nc1sc2c(c1C(N)=O)CCC2)C(F)(F)F (stereo not given)	1	-3	-0.5	-15	-6	1	3	83	15	80
COc1cccc(S(=O)(=O)Nc2ccc3sc(C)nc3c2)c1	-19	-1	-0.4	-10	6	10	10	97	6	98
COc1ccccc1CNC(=O)c1ccc2nc3[nH]c4ccccc4c3nc2c1	-3	-8	-5.0	-29	nt	0	5	59	7	43
Cc1cc(C)n(-c2cc(N3CCOCC3)nc(-c3ccccc3)n2)n1	-4	2	-0.9	-25	-22	2	5	71	4	64
CCNC(=O)c1c(O)c2cccc3c2n(c1=O)CC3	-6	0	-2.1	3	2	-19	2	105	13	99
CC(/C=N\NC(=O)CN1CCN(S(=O)(=O)c2ccc(C)cc2)CC1)=C\c1ccccc1	-4	-14	5.8*	-39	nt	-7	3	61	23	60
Cc1cccc(N2CC(O)=C(c3nc4ccccc4n3C)C2=N)c1	4	nt	-2.2	-40	17	7	0	95	4	102
CCOC(=O)C1CCCN(Cc2cc(Br)c(OC)cc2OC)C1 (stereo not given)	-11	-1	-1.1	-17	-3	8	3	84	9	84
COCCCNC(=O)c1cc2c(-c3ccc(Cl)cc3)nn(C)c2s1	-5	nt	-4.7	-27	-12	11	4	87	10	94
CCOC(=O)CNC(=O)CSc1nnc(SCC(=O)NCC(=O)OCC)s1	-6	1	0.1	-15	-10	7	0	86	6	95
O=C(Cn1cncn1)NCc1ccc(Cl)cc1	-3	-7	-0.6	-21	-10	-9	2	95	3	94
CCS(=O)(=O)c1c([N+](=O)[O-])ncn1C	6	-4	-4.7	-26	nt	28*	3	45	7	65
CCOC(=O)C(NC(=O)c1ccccc1Cl)(Nc1ccc(C)c(C)c1)C(F)(F)F (stereo not given)	8	nt	-2.3	-31	9	-3	7	91	2	94
C=CCNc1ncnc2c1cnn2-c1cccc(C)c1	-11	0	0.6	-4	13	15	0	108	22	89
The results go on.
SMILES	Yeast life ext	Phagocyt inh	MRP1 act	Yeast growth inh	E-sel TNF inh	GALR2 antag	NPY-Y2 antag	HCT116 bCat-KO	Measles CPE	PTEN del growth
CCOC(=O)C(NC(=O)c1cccc(Cl)c1)(Nc1sc2c(c1C(N)=O)CCC2)C(F)(F)F (stereo not given)	4	0	0.8	-43	nt	3	4	91	12	84
Cc1ccc(C(=O)NCC(=O)NCC(=O)OCC(=O)c2ccc(F)cc2)cc1	-2	-3	-0.1	4	nt	-2	1	92	6	87
Cc1ccc(C)c(OCCN2C(=O)NC3(CCc4ccccc4C3)C2=O)c1 (stereo not given)	19	-12	-1.4	-66	nt	-2	7	90	9	91
COc1ccc(-c2[nH]nc(-c3ccccc3)c2-c2nc3ccccc3[nH]2)cc1	-5	nt	-2.4	-52	7	-1	14	93	37	96
N#Cc1c(-c2ccccc2)cc2nc3ccccc3n2c1N	-2	8	0.4	-25	11	7	0	94	4	89
C#CCOC(=O)CCCC(=O)Nc1ccccc1OC	-8	0	0.7	-3	3	-1	2	89	1	93
CCN(CC)c1ccc(NC(=O)/C=C/c2cc(Br)ccc2OC)cc1	-9	nt	-2.8	-47	-5	-2	-1	26	7	17
O=C(Nc1ccc2c(c1)OCO2)N1CCN(c2ncccn2)CC1	-8	0	0.1	-40	-10	-1	-2	93	9	112

Part of the list above with just MRP1 act:
structure,MRP1 act
Cc1ccc(C)c(OCCN2C(=O)NC3(CCc4ccccc4C3)C2=O)c1 (stereo not given),-1.4
C#CCOC(=O)CCCC(=O)Nc1ccccc1OC,0.7
CCOC(=O)C(NC(=O)c1cccc(Cl)c1)(Nc1sc2c(c1C(N)=O)CCC2)C(F)(F)F (stereo not given),0.8
